eLon inh – E. coli protease La inhibition | purified E. coli Lon protease, fluorescence polarization | inhibition, % at 7.94 µM | 0.42% of 360,000 active; in the data active = inhibition above about 13%, passing the limit was not always enough;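 note: 0% = enzyme with probe and DMSO and 100% = no enzyme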
Rin1-Abl PPI inh – blocks binding of human Rin1 to Abl; P00519+Q13671; 0.4% of 360,000 active; inhibition, % at 7.35 µM; TR-FRET Rin1/Abl binding, biochemical; AID 588664; in the data active = inhibition above about 5%, passing the limit was not always enough
SKN-1 inh – blocks SKN-1 activity in C. elegans | 0.49% of 360,000 active | inhibition, % at 21.8 µM | C. elegans VP596 Pgst-4::GFP/RFP ratio, acrylamide-induced, 24 h;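 active = interference check ratio from 0.5 to 1.5 plus GFP to RFP signal ratio inhibition reaching or exceeding a fixed threshold, cut at about 30% in these data, passing the limit was not always enough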; note: some compounds called inactive have numbers as strong as hits
MT1-MMP act inh – inhibitors of human MT1-MMP activation | 0.061% of 360,000 active | HT1080 RFP-PRO-GFP cells, GFP/RFP ratio fluorescence, overnight; percent of plate control window, DMSO zero | P50281 | GFP/RFP ratio change, % at 20 µM;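 active = GFP/RFP ratio change of at least 30% with cell ATP level not reduced by more than half and red fluorescence within 50% of control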; note: strong numbers were not always called active
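Material: RFP-PRO-GFP reporter HT1080 cells. Dosing: single-point 20 µM compound, 1% DMSO. Controls: DMSO and RFP-L50D-GFP cell wells. Timing: cells overnight before dosing, compound overnight, 37 °C, 5% CO2. Measure: GFP/RFP fluorescence ratio.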
MsrA act – activators of bovine methionine sulfoxide reductase A; purified bovine MsrA, absorbance read-out; activation, % at 10.6 µM; 0.3% of 360,000 active; AID 602163; in the data active = activation above about 7.5%;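 note: 0% = vehicle and 100% = reference activator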
FAS-TE inh – blocks the thioesterase domain of human fatty acid synthase. 0.67% of 360,000 active. inhibition, % at 15 µM. AID 602261. P49327. recombinant FAS-TE, OMFH fluorogenic substrate, fluorescence endpoint;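 active = compounds whose normalised, plate-corrected inhibition of enzyme fluorescence in the single-dose primary screen is 50% or more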;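 note: 0% = DMSO with enzyme and 100% = substrate without enzyme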
CendR NRP1 mod – NRP-1/CendR interaction modulation | O14786 | FAM-RPARPAR peptide binding to NRP-1, fluorescence polarization | inhibition, % at 25 µM | 0.85% of 360,000 active | AID 602438;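 active = inhibition or corrected inhibition above about 18%, plus a signal ratio from 0.5 to 1.5, limit read from the data, passing the limit was not always enough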; note: strong numbers were not always called active
MsrA inh – inhibits bovine methionine sulfoxide reductase A; purified bovine MsrA, absorbance read-out; inhibition, % at 15.5 µM; 0.75% of 360,000 active; in the data active = inhibition above about 4.5%;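 note: 0% = vehicle wells with enzyme and 100% = reference inhibitor wells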
Neddylation inh – inhibitors of human cullin neddylation; P61081+Q13564; TR-FRET cullin neddylation, biochemical; calls only at 25 µM; 0.58% of 360,000 active; AID 651699; in the data active = inhibition above about 36%
Target sequence (P61081 whole entry, looked up): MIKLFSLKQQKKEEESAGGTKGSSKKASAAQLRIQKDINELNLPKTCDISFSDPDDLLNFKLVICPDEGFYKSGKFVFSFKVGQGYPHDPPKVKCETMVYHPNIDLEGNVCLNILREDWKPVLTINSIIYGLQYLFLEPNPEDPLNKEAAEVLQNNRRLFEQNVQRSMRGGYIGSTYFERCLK
Target sequence (Q13564 whole entry, looked up): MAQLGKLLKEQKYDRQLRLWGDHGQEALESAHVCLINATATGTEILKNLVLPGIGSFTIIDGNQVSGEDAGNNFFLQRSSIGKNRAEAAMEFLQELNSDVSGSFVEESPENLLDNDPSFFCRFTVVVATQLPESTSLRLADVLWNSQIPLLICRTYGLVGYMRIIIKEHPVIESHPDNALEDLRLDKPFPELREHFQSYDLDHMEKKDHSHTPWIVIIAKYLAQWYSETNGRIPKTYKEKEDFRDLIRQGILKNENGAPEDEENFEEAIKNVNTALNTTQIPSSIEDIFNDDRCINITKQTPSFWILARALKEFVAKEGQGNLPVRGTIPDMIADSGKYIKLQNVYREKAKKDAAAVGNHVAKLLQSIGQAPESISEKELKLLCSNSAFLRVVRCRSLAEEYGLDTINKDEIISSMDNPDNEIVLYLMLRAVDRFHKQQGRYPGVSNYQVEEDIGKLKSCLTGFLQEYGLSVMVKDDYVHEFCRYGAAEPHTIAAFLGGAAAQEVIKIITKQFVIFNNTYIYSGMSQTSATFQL
* hit, by the source's call; i = inactive; x = no result given; + = active, no number.

SMILES	eLon inh	Rin1-Abl PPI inh	SKN-1 inh	MT1-MMP act inh	MsrA act	FAS-TE inh	CendR NRP1 mod	MsrA inh	Neddylation inh
Cc1ccc(NC(=S)N(Cc2ccc(Cl)cc2)Cc2ccc(C(=O)O)cc2)cc1Cl	-1	-1	15	4	-5	35	13	1.0	i
CC(C)[C@H](NC(=O)Nc1ccc(Oc2ccccc2)cc1)C(=O)O	0	0	-5	-5	0	-4	6	0.3	i
NC(=O)CSc1nc2ccccc2c(=O)n1CCc1ccccc1	3	-1	5	-1	-2	-3	7	2.1	i
Cc1ccc(N(CC(=O)Nc2ccc(C)cn2)S(=O)(=O)c2c(C)nn(C)c2C)cc1	-6	-3	2	11	-7	-2	-3	-0.9	i
COC(C/C=C/C(=O)[C@H](C)OCc1ccccc1)OC	-8	5	-7	-5	-2	-2	-4	x	i
Cc1ccc(NC(=S)N(Cc2cccc(Br)c2)CC2CCC(C(=O)O)CC2)cc1 (centres undefined)	-8	-2	7	3	-8	-1	4	0.1	i
Cc1ccccc1N1C(=O)CC(N(O)c2ccccc2)C1=O (centres undefined)	-1	0	-10	2	-4	-2	4	2.0	i
CCN(CC(=O)Nc1ccc(NC(C)=O)cc1)C(=O)c1cc(CN2C(=O)c3ccccc3C2=O)ccc1OC	-3	3	15	5	-4	-8	6	-1.8	i
CCSC1=NC2(CCCCC2)Nc2sc3c(c21)CCCC3	-1	-3	4	0	-6	14	2	0.3	i
COc1ccccc1Nc1nc(N)nc(CN2CCC(Cc3ccccc3)CC2)n1	0	-2	-8	0	-6	-1	4	-0.1	i
CC(C)c1nc(SCC(=O)Nc2nccs2)c2ccccc2n1	-20	-5	1	-3	-2	0	1	0.3	i
CCCC(C(=O)NCCC(C)C)N(Cc1ccc(F)cc1)C(=O)c1snc(C(N)=O)c1N (centres undefined)	4	-1	-4	1	-3	8	-3	-0.4	i
CC(=O)c1cccc(NC(=S)N2CCC(Cc3ccccc3)CC2)c1	-10	0	-1	0	-1	23	12	-0.8	i
CCO[C@@H]1OC(C(=O)O)=C[C@H](c2csc3ccccc23)[C@H]1CCCO	3	1	23	3	-6	-1	-94	0.3	i
CCOC(=O)C1(Cc2cccc(Cl)c2)CCCN(C(=O)c2cccnc2)C1 (centres undefined)	3	1	9	2	-4	-5	-8	-1.3	i
CCn1c(SCC(=O)Nc2ccc3c(c2)oc2ccccc23)nnc1-c1ccc(N)cc1	-11	0	12	-3	0	7	-4	0.9	i
N#CCC(=N)N1CCN(c2ccccc2Cl)CC1	-2	1	-19	-2	-4	0	-6	1.5	i
CCCN1CCN(C(=O)c2cc(COc3ccc(F)cc3F)on2)CC1	1	2	18	1	-1	-5	-10	0.1	i
O=C(CN1CCC(C(=O)c2ccc(F)cc2)CC1)Nc1ccc(F)cc1	-4	-1	-16	7	4	1	12	0.2	i
CCn1c(SCC(=O)NCC2CCCO2)nnc1-c1ccccc1OC (centres undefined)	-6	-1	-3	-1	-2	-10	1	0.2	i

The list goes on, starting with the last 3 of the part before.
SMILES	eLon inh	Rin1-Abl PPI inh	SKN-1 inh	MT1-MMP act inh	MsrA act	FAS-TE inh	CendR NRP1 mod	MsrA inh	Neddylation inh
CCCN1CCN(C(=O)c2cc(COc3ccc(F)cc3F)on2)CC1	1	2	18	1	-1	-5	-10	0.1	i
O=C(CN1CCC(C(=O)c2ccc(F)cc2)CC1)Nc1ccc(F)cc1	-4	-1	-16	7	4	1	12	0.2	i
CCn1c(SCC(=O)NCC2CCCO2)nnc1-c1ccccc1OC (centres undefined)	-6	-1	-3	-1	-2	-10	1	0.2	i
CCC1(C)Cc2ccccc2-c2nc3n(c(=O)c21)CC(C(=O)O)S3 (centres undefined)	-3	-5	2	11	-2	-4	5	2.4	x
Cc1ccc(C)c(OCc2cc(C(=O)N3CCN(c4ccccc4)CC3)no2)c1	-1	-1	14	-3	-3	30	-4	1.8	i
CCc1nnc(NC(=O)CSc2nnc(CSc3nc(C)cc(C)n3)n2C)s1	-9	2	4	-2	4	-4	12	0.0	i
Cc1ccccc1SCCNC(=O)c1ccccc1Br	-3	2	0	1	-14	8	-2	-1.3	i
COc1cc(OC)c(Cl)cc1N	-5	-1	-11	5	0	-8	2	0.1	i
FC(F)(F)c1cccc(OCC2CNC(=S)O2)c1 (centres undefined)	3	-2	4	-2	2	0	1	-0.6	i
Cn1c(-c2ccc(F)cc2)cnc1NCc1ccc(F)cc1F	-8	5	-4	2	-6	-1	3	0.2	i
Cc1cccnc1C(NC(=O)C1CCN(CCOc2ccc(F)cc2)CC1)c1ccc(Cl)cc1 (centres undefined)	-14	1	-27	2	0	3	-8	0.1	i
COc1ccc(S(=O)(=O)N2CCCCCC2)cc1C(=O)N(C)CC(=O)Nc1ccccc1C(F)(F)F	-10	3	-3	5	0	8	20	-0.6	i
O=C(Cc1csc(NC(=O)Nc2cccc(Cl)c2)n1)NC1CCCC1	-2	3	9	7	-5	-2	3	-0.3	i
CCOc1ccc(N2C(=O)CC(Sc3nccc(C)n3)C2=O)cc1 (centres undefined)	-5	4	-16	3	-4	-9	-1	-1.4	i
CCCCN1C[C@H](CSC)[C@@H](CC(=O)Nc2ccc(OC)cc2)C1=O	-2	-1	-23	3	-5	-7	-2	0.9	i
CC1CN(C(=O)c2ccc(COc3ccc4ccccc4c3)o2)CC(C)O1 (centres undefined)	5	-2	5	-1	1	2	0	0.1	i
COc1ccc(CNC(=O)C2(C)Cc3c(-c4ccc5c(c4)OCO5)ccnc3O2)cc1OC (centres undefined)	-8	2	-7	1	0	0	11	-1.8	i
Cc1[nH]c2ccccc2c1SCC(=O)N1CCOCC1	-8	4	-5	1	-3	-8	5	-0.1	i
Cc1ccc(NC(=O)CC2SC(=O)NC2=O)cc1 (centres undefined)	-11	2	8	6	-5	-8	1	0.2	i
Cc1onc(-c2c(F)cccc2Cl)c1C(=O)OCc1cnc(Cl)s1	0	4	4	-5	-1	20	-3	1.7	i
O=C(O)C1CCCCC1C(=O)NC1CCCCC1 (centres undefined)	-2	-1	-13	2	-3	-9	-1	0.8	i
COCCSc1ccccc1C(=O)N1CCCC1	-9	1	8	1	-1	-10	1	-0.5	i
O=C(NCc1ccc2c(c1)OCO2)C(=O)NCC1OCCN1S(=O)(=O)c1ccc(Cl)cc1 (centres undefined)	1	0	-8	4	-8	4	8	-0.3	i
CN(C)c1ccc(C(C(=O)NC2CCCC2)N(C(=O)c2csnn2)C2CC2)cc1 (centres undefined)	7	-1	0	-5	-1	-2	9	-0.6	i
Cc1ccc(NC(=O)Cn2cccc2)c(Br)c1	-2	0	7	-4	-2	-2	10	-0.3	i
COc1ccc(CN2CCN(Cc3ccco3)CC2)cc1	2	1	40*	-4	1	-2	1	-0.2	i
COc1cccc(Oc2nc3ncn(Cc4ccccc4)c3c(=O)n2C)c1	5	-2	-2	6	-3	-2	10	0.8	i
CN(C)S(=O)(=O)c1cccc(NC(=O)CCCc2nc3ccccc3c(=O)[nH]2)c1	-1	1	-12	1	-3	-2	-10	-1.4	i
COC(=O)N1CCN(S(=O)(=O)c2ccc(F)cc2)CC1	-4	-1	5	3	0	-4	2	0.3	i
CC(=O)N1CCN2C(=O)C1CCCC(=O)c1cc(C3CCCCC3)ccc12 (centres undefined)	-2	0	9	3	0	-4	15	-0.7	i
COc1ccc(N2C(=O)C3CCCN3C2c2ccc(C)cc2)cc1 (centres undefined)	-3	-2	-8	-1	-1	-5	-7	-1.2	i
Cc1c(CN2CCN(c3cccc(C(F)(F)F)c3)CC2)c(=O)n(-c2ccccc2)n1C	-6	5	-18	9	-12	-16	-12	-0.7	i
N#Cc1ccccc1COC(=O)CCC(=O)c1cccs1	-5	-2	3	-2	1	8	10	0.3	i
Cc1ccc(CNC(=O)c2cc(Cl)cc(Cl)c2)n1C	-4	1	-4	2	-2	0	16	0.8	i
O=C(COc1ccc(OCc2ccccc2)cc1)NC1CCOC1=O (centres undefined)	-7	1	-30	2	-7	2	-11	-1.1	i
CCc1ccc(-c2nc(CSCC(=O)N3CCN(c4ccccn4)CC3)c(C)o2)cc1	-5	3	5	2	0	8	-8	-1.0	i
O=S(=O)(c1cccc(C(F)(F)F)c1)N1CCN(c2ccccc2)CC1	5	1	15	0	1	14	5	-1.7	i
O=S(=O)(c1ccc(OCC2CO2)cc1)c1ccc(OCC2CO2)cc1 (centres undefined)	-14	0	-4	-10	-8	6	9	-0.8	i
COc1ccc(/C=C/C(=O)NCc2ccccn2)cc1	-10	-3	-13	3	-1	-7	-8	1.7	i
O=C(c1ccc(COc2ccccc2Br)cc1)N1CCCCC1	0	0	-4	4	-6	6	-11	-0.1	i
Cc1ccc(OC(=O)c2ccc(S(=O)(=O)N(C)C)cc2)c(-n2nc3ccccc3n2)c1	-4	-3	10	8	4	32	10	2.5	i
COc1ccccc1NC(=O)c1ccc(NC(=O)C2COc3ccccc3O2)cc1 (centres undefined)	3	2	1	-2	-5	22	-2	0.8	i
COCCN(CC(=O)Nc1cccc(C)c1C)C(=O)c1cc2c(s1)CCC2	-4	0	-1	0	-2	4	6	-1.2	i

Single records, as listed above. Order of values: eLon inh | Rin1-Abl PPI inh | SKN-1 inh | MT1-MMP act inh | MsrA act | FAS-TE inh | CendR NRP1 mod | MsrA inh | Neddylation inh
Profile of COc1ccc(/C=C/C(=O)NCc2ccccn2)cc1 → -10 | -3 | -13 | 3 | -1 | -7 | -8 | 1.7 | i
Profile of COc1ccccc1NC(=O)c1ccc(NC(=O)C2COc3ccccc3O2)cc1 (centres undefined) → 3 | 2 | 1 | -2 | -5 | 22 | -2 | 0.8 | i

Further entries:
SMILES	eLon inh	Rin1-Abl PPI inh	SKN-1 inh	MT1-MMP act inh	MsrA act	FAS-TE inh	CendR NRP1 mod	MsrA inh	Neddylation inh
Cn1cc(Br)c(C(=O)NC2C3CC4CC(C3)CC2C4)n1 (centres undefined)	6	-2	-3	1	-1	-6	-1	0.8	i
Cc1c(C)c2ccc(O[C@@H]3O[C@H](CO)[C@H](O)[C@H](O)[C@H]3O)cc2oc1=O	-6	0	5	0	-1	-2	-8	1.0	x
CCOC(=O)c1cnn(Cc2cccc(Cl)c2)c1C	-1	-1	-1	4	-1	1	2	-0.3	i
Cn1c(/C=C/c2ccccc2)nc2ccccc21	3	0	26	1	-5	1	0	4.0	x
O=C(NC1CC1)c1sc2cc(Cl)ccc2c1Cl	-1	-6	30	-6	-2	4	15	1.6	i
Cc1onc(-c2c(F)cccc2Cl)c1C(=O)Nc1ccc(Cl)c(S(=O)(=O)N(C)C)c1	9	2	4	-3	0	17	6	-0.8	i
COC(=O)C[C@H]1CC[C@@H](NC(=O)Nc2cccc(OC)c2)[C@@H](CO)O1	x	x	-4	5	x	x	7	-0.5	i
CCOc1ccc(N/C(=N/c2nc(C)cc(C)n2)NC(C)=O)cc1	0	0	17	4	-8	4	-1	1.6	i
Cc1ccc(S(=O)(=O)N2CCN(CC(=O)N/N=C/c3cc([N+](=O)[O-])ccc3Cl)CC2)cc1	11	-2	-6	5	-2	21	-8	-0.6	i
COc1ccccc1NC(=O)Cc1nnc(SCC(=O)Nc2ccc(F)cc2F)n1C	-3	2	-13	-1	-1	-6	3	1.9	i
Cc1ccc(S(=O)(=O)NNC(=S)Nc2cccc(F)c2)cc1	3	-2	-6	2	-8	-2	-5	-1.1	i
COC(=O)C1=C(C)NC2=C(C(=O)CCC2)C1c1ccc(-c2ccsc2C(=O)OC)o1 (centres undefined)	18*	-1	-13	x	-12	9	-11	-0.1	+
CCOC(=O)[C@@H]1[C@H]2COc3ccccc3[C@H]2N2C(=O)N(c3ccc(Cl)cc3)C(=O)[C@]12C	6	0	11	5	-2	22	1	0.3	i
COCCn1c(Cc2ccccc2)nnc1SCC(=O)Nc1ccccc1	1	1	3	-2	-2	-5	10	1.1	i
COc1ccc(C(=S)NCS(=O)(=O)c2ccc(C)cc2)cc1	11	-4	-11	-3	-9	-4	-7	-0.1	i
CCN1C(=O)[C@@H]2[C@H](C1=O)[C@@H]1C(=O)Nc3ccccc3C(=O)N1[C@@H]2c1cccc(C)c1	6	5	8	2	-1	-13	13	0.8	i

Source: PubChem

No enrichment for hits. About 4.2% of those tested had a hit in this group.
